HDAC3 inh = HDAC3 deacetylase inhibitors, primary screen, biochemical, fluorescence, cell-free homogeneous; 0.15% of 320,000 active; recombinant HDAC3, fluorogenic peptide/trypsin coupled; AID 2718, 2010; Histone deacetylase 3 (Homo sapiens), O15379; inhibition, % at 8.3 µM; in the data active = inhibition above about 26%, passing the limit was not always enough; inconclusive = no clear call, values can overlap the other calls
Target sequence (O15379 whole entry, looked up): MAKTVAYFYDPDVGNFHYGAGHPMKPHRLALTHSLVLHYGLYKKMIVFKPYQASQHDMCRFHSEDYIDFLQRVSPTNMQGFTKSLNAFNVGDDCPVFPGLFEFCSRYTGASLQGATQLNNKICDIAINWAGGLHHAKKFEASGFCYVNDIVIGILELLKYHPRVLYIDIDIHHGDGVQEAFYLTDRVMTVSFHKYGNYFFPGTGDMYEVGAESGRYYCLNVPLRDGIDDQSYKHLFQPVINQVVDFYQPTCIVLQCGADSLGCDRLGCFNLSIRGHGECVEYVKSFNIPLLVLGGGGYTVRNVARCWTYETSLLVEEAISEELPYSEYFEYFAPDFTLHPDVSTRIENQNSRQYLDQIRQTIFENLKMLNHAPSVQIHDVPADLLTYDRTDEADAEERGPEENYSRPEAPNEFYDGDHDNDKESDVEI
KCNQ1 block = inhibitors of human KCNQ1 channel, primary screen, cell-based, thallium flux, high-throughput; Potassium voltage-gated channel subfamily KQT member 1 (Homo sapiens), P51787; CHO-K1 KCNQ1, FluxOR thallium flux fluorescence; stronger effect = higher value; B-score at 10 µM; 1.3% of 310,000 active; AID 2642, 2010;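 active = compounds whose thallium flux B-score, printed positive for inhibition, exceeds three library SD while starting fluorescence stays within three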;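 note: channel opened by potassium depolarization with thallium stimulus after 20 min compound exposure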
Target sequence (P51787 whole entry, looked up): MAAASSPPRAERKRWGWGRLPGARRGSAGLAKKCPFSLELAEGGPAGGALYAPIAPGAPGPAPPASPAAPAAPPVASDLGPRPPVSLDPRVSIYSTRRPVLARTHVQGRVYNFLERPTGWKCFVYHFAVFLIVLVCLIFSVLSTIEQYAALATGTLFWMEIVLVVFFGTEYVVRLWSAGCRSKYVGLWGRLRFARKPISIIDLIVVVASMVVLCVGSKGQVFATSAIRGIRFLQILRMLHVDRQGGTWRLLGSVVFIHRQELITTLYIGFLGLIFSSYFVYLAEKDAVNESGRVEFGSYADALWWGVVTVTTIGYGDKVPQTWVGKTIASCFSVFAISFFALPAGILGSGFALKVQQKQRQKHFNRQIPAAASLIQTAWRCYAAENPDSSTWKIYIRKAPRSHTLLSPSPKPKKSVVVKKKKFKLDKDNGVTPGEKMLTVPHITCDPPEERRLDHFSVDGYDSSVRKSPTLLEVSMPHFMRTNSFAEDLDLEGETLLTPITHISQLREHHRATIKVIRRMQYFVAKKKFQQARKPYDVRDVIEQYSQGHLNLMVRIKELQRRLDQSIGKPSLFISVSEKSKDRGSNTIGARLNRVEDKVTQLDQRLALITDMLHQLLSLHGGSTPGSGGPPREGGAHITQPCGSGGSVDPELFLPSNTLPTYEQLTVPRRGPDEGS
KCNQ1 act = potentiators or activators of KCNQ1 channel, primary screen, cell-based, thallium flux, high-throughput | Potassium voltage-gated channel subfamily KQT member 1 (Homo sapiens), P51787 | CHO-K1 KCNQ1, thallium flux FluxOR fluorescence; stronger effect = higher value | B-score at 10 µM | 0.35% of 310,000 active | AID 2648, 2010;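 active = fluorescence ratio B-score, a plate-corrected score, at least three library SD, with initial intensity B-score within 5 SD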
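Doses: Single concentration per compound, DMSO matched to controls | Test system: KCNQ1-transfected CHO-K1 cells | Timing: 90 min dye loading and 20 min compound exposure, both at room temperature | Measured by: Kinetic FluxOR thallium fluorescence, 10-s 1-Hz baseline, 110-s post-stimulus read | Medium: Assay buffer with matched DMSO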
TMEM16A inh = TMEM16A chloride channel inhibitors, primary screen, cell-based, HTS; HEK293 TMEM16A/YFP iodide influx fluorescence, ionomycin; normalized B-score (activity score, 25-100; higher = stronger inhibition) at 10 µM; Anoctamin-1 (Mus musculus), Q8BHY3; AID 588511, 2011; 1.2% of 310,000 active;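 active = ratio plate-corrected score three or more library SD toward inhibition, starting fluorescence score within five deviations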;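 note: score derived from kinetic fluorescence span divided by baseline fluorescence per well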
RGS4 pot = RGS4 potentiators or activators, primary screen, cell-based, HEK293 M3R inducible RGS4, calcium flux; carbachol calcium flux Fluo4; stronger effect = lower value; B-score at 10 µM; 0.92% of 310,000 active; AID 463111, 2010;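 active = B-score of the integrated calcium signal more than 4 SD below the library mean, with starting fluorescence not abnormally high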;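 note: negative B-score means reduced calcium response which marks RGS4 activation or potentiation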
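Material: Inducible-RGS4 HEK293 cells carrying M3 receptor; also added: carbachol at ECmax as muscarinic agonist stimulus; incubation: compound preincubation 20 min at room temperature before agonist; signal: Fluo4-AM (2 µM) calcium-flux fluorescence, kinetic read; measure: integrated calcium ratio converted to B score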
SKKanGAS inh = S. pyogenes SKKanGAS growth inhibitors in kanamycin, primary screen, streptokinase expression inhibitor project, SKKanGAS strain, BacTiter-Glo luminescence; 1.3% of 300,000 active; inhibition, % at 7.5 µM; 6 h; AID 1662, 2009;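 active = mean replicate score, as percent of positive control median, at least 50; inconclusive = mean below 50 but one replicate at or above 50; inactive = mean and every replicate below 50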;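 note: strain carries kanamycin resistance gene driven by streptokinase promoter and grows in 40 µg/ml kanamycin; loss of luminescence reflects streptokinase promoter inhibition or plain growth inhibition; 0% = median of DMSO wells and 100% = positive control at its reference dose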
hERG rescue = hERG rescue from dofetilide block, primary screen, cell-based, CHO-hERG, FluxOR thallium flux, dofetilide IC70; Voltage-gated inwardly rectifying potassium channel KCNH2 (Homo sapiens), Q12809; dofetilide IC70 present; activation (rescue from dofetilide block), less the hit threshold, % at 10 µM; 0.51% of 310,000 active;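 active = activation above the mean of controls blocked by dofetilide plus 5 SD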;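 note: thallium influx through hERG after potassium depolarization seen as dye fluorescence rise; in these data hits start at about 4.7%; inactives centre near -7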
KCNK3 inh = human KCNK3 channel inhibitors, primary screen, CHO cells, FluxOR thallium flux, B-score | 0.84% of 340,000 active | FluxOR fluorescence; stronger effect = lower value | B-score at 10 µM | AID 602410, 2012 | Potassium channel subfamily K member 3 (Homo sapiens), O14649;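 active = B-score under library mean minus 4 SD, starting fluorescence ratio at most library mean plus 5 SD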;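 note: more negative B-score means stronger inhibition of thallium flux through KCNK3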
KCNK9 inh = KCNK9 potassium channel inhibitors, primary screen, HEK293 cells, thallium flux; Potassium channel subfamily K member 9 (Homo sapiens), Q9NPC2; FluxOR thallium flux fluorescence; stronger effect = lower value; B-score at 10 µM; 1.2% of 310,000 active; AID 488922, 2010;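 active = ratio B-score over 3 SD below the library mean, with starting fluorescence within 5 SD of its mean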;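 note: negative B-score means less thallium flux so channel inhibition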
ANO1 activ = TMEM16A chloride channel activators or potentiators, primary screen, cell-based, HTS; HEK293 TMEM16A/YFP-H148Q/I152L, iodide quench fluorescence; stronger effect = lower value; B-score at 10 µM; 0.3% of 340,000 active;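 active = fluorescence-ratio B-score plate-corrected deviation score at least 3 library SD below zero, with starting fluorescence score within 5 deviations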;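 note: channel opened by trigger with iodide after compound preincubation; score built on the fluorescence ratio of max minus min over baseline; more negative score means more quench and so TMEM16A activation or potentiation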
RGS4 block = RGS4 inhibitors, primary screen, cell-based, HEK293 M3R inducible RGS4, calcium flux | Regulator of G-protein signaling 4 (Homo sapiens), P49798 | Fluo-4 calcium flux; stronger effect = higher value; triggered by carbachol at its EC20 | B-score at 10 µM | 0.45% of 310,000 active;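 active = B-score, a plate-corrected calcium signal, over three deviations above library mean, with baseline fluorescence within five deviations of library mean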;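 note: RGS4 expression induced by doxycycline in cells with stable M3 receptor; B-score is computed from the integrated fluorescence ratio over baseline after carbachol; higher B-score means a larger calcium signal and so more RGS4 inhibition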
Numbers without * were called inactive; i = inactive; u = inconclusive; x = no result given.

SMILES | HDAC3 inh | KCNQ1 block | KCNQ1 act | TMEM16A inh | RGS4 pot | SKKanGAS inh | hERG rescue | KCNK3 inh | KCNK9 inh | ANO1 activ | RGS4 block
COc1ccc(CCNC(=O)C(=O)NCC2OCCN2S(=O)(=O)c2ccc(F)cc2)cc1OC (stereo not given) | -3 | i | i | i | i | -2 | -10 | i | i | i | i
CCOc1ncccc1C(=O)OCC(=O)Nc1c(C)cccc1C | 2 | i | i | i | i | 1 | -3 | i | i | i | i
CC(C)CCNc1nc2c(c(=O)[nH]c(=O)n2C)n1CC(O)COC(C)C (stereo not given) | 0 | i | i | i | i | -1 | -6 | i | i | i | i
CC(=O)Nc1ccc(NC(=O)C2c3ccccc3Oc3ccccc32)cc1 | 3 | i | i | i | i | 2 | -11 | i | i | i | i
CCn1nc(C)c(NC(=O)/C=C/c2cnn(C)c2C)c1C | -6 | i | i | i | i | -4 | -5 | i | i | i | i
CC(NC(=O)COc1ccccc1)C(c1ccccc1)N1CCN(C)CC1 (stereo not given) | 0 | i | i | i | i | 0 | -10 | i | i | i | i
Cc1cc(C)n2c(SCC(=O)NCc3ccco3)nnc2n1 | 4 | i | i | i | i | 10 | -8 | i | i | i | i
CCCN(CC(=O)Nc1ccccc1C)C(=O)COc1ccc2c(c1)CCC2 | 1 | i | i | i | i | 8 | -14 | i | i | i | i
COC(=O)c1sc2ccccc2c1C(=O)OC | x | i | i | x | i | 7 | -12 | i | i | i | i
COc1cc2ncnc(Nc3ccc4c(c3)OCO4)c2cc1OC | 14 | i | i | i | i | -8 | 0 | i | i | i | i
Cc1[nH]c2ccccc2c1/C=N/Nc1nc(Nc2ccc(F)cc2)nc(N2CCOCC2)n1 | u | i | i | i | i | 21 | -9 | i | i | i | i
CN(Cc1ccco1)S(=O)(=O)c1cc(F)ccc1CN1C(=O)c2cccnc2C1=O | -13 | i | i | i | i | 3 | -12 | i | i | i | i
O=C(NC(=S)Nc1ccc(Oc2ccc(Cl)cc2)cc1)c1ccccc1 | -3 | i | i | i | i | 21 | 2 | i | i | i | i
COc1ccc(C2=NN(C(=O)CN3CCCC3)C(c3ccc(OC)cc3)C2)cc1 (stereo not given) | -1 | i | i | i | i | 5 | -6 | i | i | i | i
CN(Cc1ccc(C(F)(F)F)cc1)C(=O)c1ccc(Oc2ccccc2)cc1 | 3 | i | i | i | i | 18 | -3 | i | i | i | i
COc1ccc(-c2nc(CCNC(=O)c3ccc(Br)o3)cs2)cc1 | 7 | i | i | 100* | i | -14 | -14 | -10* | -10* | i | i
CCn1c(NCc2c[nH]c3ccccc23)nc2ccccc21 | 4 | i | i | i | i | 21 | -12 | i | i | i | i
CC(=O)c1cccc(NC(=O)c2ccc(OC3CSC3)cc2)c1 | -4 | i | i | i | i | 5 | -14 | i | i | i | i
CC(=O)N=c1c(C#N)cc2c(=O)n3cccc(C)c3nc2n1CCCOC(C)C | -128 | i | i | i | i | 5 | -6 | i | i | i | i
COc1cc(/C=N/NC(=O)c2ccccc2)ccc1O | -1 | i | i | i | i | -6 | -12 | i | i | i | i
O=Cc1c(N2CCC3(CC2)OCCO3)nc2ccccn2c1=O | 2 | i | i | i | i | -4 | -7 | i | i | i | i
CN(C)c1ccc(C(c2ccc(N(C)C)cc2)c2ccc([N+](=O)[O-])cc2)cc1 | 3 | i | i | i | i | 3 | -8 | i | -7.8* | i | i
CCN(CC)CCn1c(=S)[nH]c2cc(Cl)ccc2c1=O | 0 | i | i | i | i | -4 | -9 | i | i | i | i
N#C/C(=C\c1cccnc1)c1nc2ccccc2[nH]1 | 3 | i | i | i | i | -3 | -14 | i | i | i | i
Cc1ccc(-c2nc(C3CCN(S(=O)(=O)c4ccc(C(C)(C)C)cc4)CC3)no2)cc1 | 0 | i | i | i | i | -5 | -7 | i | i | i | i
Cc1ccc(Oc2ccccc2/C=C/C(=O)O)cc1 | 0 | i | i | i | i | -4 | -7 | i | i | i | i
O=C(Nc1cccc(S(=O)(=O)N2CCCCCC2)c1)C1CCC1 | 1 | i | i | i | i | -7 | -16 | i | i | i | i
CCNC(=S)N1CCC(c2nc3ccccc3s2)CC1 | 3 | i | i | i | i | -7 | -4 | i | i | i | i
O=C(O)/C=C\C(=O)Nc1cc(O)ccc1[N+](=O)[O-] | 1 | i | i | i | i | -1 | -2 | i | i | i | i
CCOC(=O)CSc1nc2cc(C(=O)N3CCC(C(N)=O)CC3)ccc2c(=O)n1C1CCCCC1 | 10 | i | i | i | i | 0 | -15 | i | i | i | i

A draw from above in order of SMILES length, largest number first:
SMILES | HDAC3 inh | KCNQ1 block | KCNQ1 act | TMEM16A inh | RGS4 pot | SKKanGAS inh | hERG rescue | KCNK3 inh | KCNK9 inh | ANO1 activ | RGS4 block
Cc1[nH]c2ccccc2c1/C=N/Nc1nc(Nc2ccc(F)cc2)nc(N2CCOCC2)n1 | u | i | i | i | i | 21 | -9 | i | i | i | i
COc1ccc(C2=NN(C(=O)CN3CCCC3)C(c3ccc(OC)cc3)C2)cc1 (stereo not given) | -1 | i | i | i | i | 5 | -6 | i | i | i | i
CCCN(CC(=O)Nc1ccccc1C)C(=O)COc1ccc2c(c1)CCC2 | 1 | i | i | i | i | 8 | -14 | i | i | i | i

Following part:
SMILES | HDAC3 inh | KCNQ1 block | KCNQ1 act | TMEM16A inh | RGS4 pot | SKKanGAS inh | hERG rescue | KCNK3 inh | KCNK9 inh | ANO1 activ | RGS4 block
COc1ccc(CC2NCCC3(O)CCCCC23)cc1 (stereo not given) | -1 | i | i | i | i | -8 | -15 | i | i | i | i
CC(=O)c1ccc(N(C(=O)CNC(=O)c2ccco2)C(C(=O)NC2CCCC2)c2ccncc2)cc1 (stereo not given) | 4 | i | i | i | i | -1 | -2 | i | i | i | i
Cc1ccc(NC(=O)COc2ccc(-n3ccnc3)cc2)cc1Cl | 5 | i | i | i | i | 4 | 1 | i | i | i | i
CCOc1ccc(N=C(C)C2=C(O)c3ccccc3C2=O)cc1 | 13 | i | i | i | i | 20 | -8 | i | i | i | i
O=c1[nH]c(-[n+]2ccccc2)c(/C=N/NC([S-])=Nc2ccccc2)s1 | 7 | i | i | i | i | 4 | -14 | i | i | i | i
COc1ccccc1N=NC1C(=O)N(C(N)=S)N=C1C (stereo not given) | 2 | i | i | i | i | -4 | -8 | i | i | i | i
O=C(Nc1nc(-c2cc(Cl)sc2Cl)cs1)c1ccc(Br)s1 | -5 | i | i | 25* | i | 6 | -12 | i | i | i | i
OC(COCCC12CC3CC(CC(C3)C1)C2)CN1CCCC1 (stereo not given) | 1 | i | i | i | i | 0 | -12 | i | i | i | i
COc1ccc(CNC(=O)C2CCCN(S(=O)(=O)c3ccc4c(c3)CCCN4C(C)=O)C2)cc1 (stereo not given) | 4 | i | i | i | i | 0 | -6 | i | i | i | i
CCOc1ccc(Br)cc1S(=O)(=O)Nc1ccccc1N1CCOCC1 | -2 | i | i | i | i | 17 | -11 | i | -10* | i | i
Cc1ccc(C(=O)c2oc3ccccc3c2NC(=O)c2cc(-c3cc(C)ccc3O)n[nH]2)cc1 | 0 | i | i | i | i | 5 | -9 | i | i | i | i
O=C(CCc1nc2sc3c(c2c(=O)[nH]1)CCCC3)NCCc1ccccc1 | 3 | i | i | i | i | 1 | -14 | i | i | i | i
NS(=O)(=O)c1ccc(CCNC(=O)c2ccc(CS(=O)(=O)c3ccc(Br)cc3)o2)cc1 | 3 | i | i | i | i | -3 | -15 | i | i | i | i
O=C1CC(c2ccc3c(c2)OCCO3)Oc2ccc([N+](=O)[O-])cc21 (stereo not given) | 4 | i | i | i | i | 5 | -5 | i | i | i | i
COc1ccc2[nH]c3c(NCCCN4CCCC4=O)ncnc3c2c1 | -60 | i | i | i | i | 4 | -7 | i | i | i | i
CC(=O)Nc1ccc(NC(=O)Nc2ccccc2)cc1 | 0 | i | i | i | i | -8 | -7 | i | i | i | i
O=C(NCCc1cn[nH]c1)C1CCC(=O)N(CCc2cccc(F)c2)C1 (stereo not given) | 3 | i | i | i | i | 5 | -12 | i | i | i | i
CCC(C)(C)NC(=O)C(c1ccccn1)N(C(=O)c1csnn1)c1ccc(C)cc1 (stereo not given) | -2 | i | i | i | i | -9 | -23 | i | i | i | i
C/C(N)=C(/C#N)C(=O)COC(=O)C1=NN(c2ccccc2)C(=O)CC1 | 11 | i | i | i | i | -3 | -2 | i | i | x | i
COc1ccc(N2C(=O)/C(=C/N(C)C)NC2=S)cc1 | 11 | i | i | i | i | 3 | -5 | i | i | i | i
CCOC(=O)N1CCN(C(=O)Cn2ncc3c2-c2ccccc2OC3)CC1 | 4 | i | i | i | i | -4 | -9 | i | i | i | i
Cc1nn(-c2ccccc2)c(Cl)c1C1C(C#N)=C(N)Oc2c1c(C)nn2-c1ccccc1 (stereo not given) | 4 | i | i | i | i | -3 | -8 | i | i | i | i
Cc1cc(SCn2nnc3ccccc3c2=O)nc2ccccc12 | -1 | i | i | i | i | -18 | -3 | i | i | i | i
O=C(O)Cc1c(C(=O)O)nnn1-c1cccc(C(F)(F)F)c1 | 1 | i | i | i | i | -12 | -9 | i | i | i | i
CCc1noc(C)c1C(=O)OC(C)C(=O)Nc1ccccc1OC (stereo not given) | -7 | i | i | i | i | 0 | -21 | i | i | i | i
Cc1[nH]c(=S)c(C#N)c2c1CCCC2 | 15 | i | i | i | i | 2 | -5 | i | i | i | i
O=C(Nc1cccc2nsnc12)c1ccc(-c2ccc(Br)cc2)o1 | 4 | i | i | i | i | 5 | -7 | i | i | i | i

Source: PubChem BioAssay
